Screens (PubChem BioAssay)
BL2 CD40 inh – CD40 pathway inhibition in BL2 cells; AID 1053188; inhibition, % at 10 µM; 83,000 tested, 0.94% active; BL2 NF-kB luciferase reporter, CD40L-induced, 4 h;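 active = mean inhibition of at least 50% with a set share of replicates also reaching that level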;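 note: 0% = neutral control wells and 100% = IKK inhibitor VII at 50 µM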
* marks the source's active call; other numbers are inactive results; [ ] = another dose, or the depositor's remark.

smiles | BL2 CD40 inh
CC(=O)N1CC2(C1)[C@H](c1ccc(-c3ccc(F)cc3)cc1)[C@H](CO)N2CC1CC1 | -10[25 µM]
N#C[C@H]1[C@@H](c2ccc(C#Cc3cccc(F)c3)cc2)[C@@H](CO)N1C(=O)C1CCCC1 | 1
CC1(C)C2CCC1(C)C(OC(=O)CNc1ccccc1)C2 (configuration not stated) | -6
OC[C@H]1[C@@H](c2ccc(C#Cc3ccccc3F)cc2)[C@@H]2CN(Cc3cncnc3)CCCCN12 | -21[25 µM]
CCC(=O)Nc1nc2ccccc2n1CCN(CC)CC | 12
CCOc1cc(N2CCOCC2)c(OCC)cc1NC(=O)COC(=O)c1ccccc1OC(F)F | 0
CCOc1ccc(NC(=O)CN(C)C(=O)CC2CCCC2)cc1OCC | -2
Cc1noc(C)c1S(=O)(=O)Nc1ccc2c(c1)CC(=O)N([C@@H](C)CO)C[C@H](C)[C@@H](CN(C)Cc1ccc(Oc3ccccc3)cc1)O2 | 14[25 µM]

(further entries)
smiles | BL2 CD40 inh
CCOC(=O)Nc1cc(C(=O)OCC)c(C)nc1C | 13
N#Cc1cccc(-c2ccc3c(c2)[C@H]2[C@H](CCN2S(=O)(=O)c2ccc(F)cc2)[C@@H](CO)N3)c1 | 0[25 µM]
O=C(CN1CCOCC1)NN=C(c1ccccc1)c1ccccc1 | 6
CC(=O)N1CCOc2ccc(S(=O)(=O)N3CC(C)CC(C)C3)cc21 (configuration not stated) | -80
CN1CCCN(S(=O)(=O)c2ccc3ccccc3c2)CC1 | 9
CCc1nn(CCCN2CCN(c3cccc(Cl)c3)CC2)c(=O)n1CCOc1ccccc1 | -15[25 µM]
CCS(=O)(=O)Nc1ccc2c(c1)C(=O)N(C)[C@H]1CC[C@@H](CC(=O)NCc3ccc(OC)cc3)O[C@H]1CO2 | -4[25 µM]
COc1cc(C(=O)NCC(=O)NCC2COc3ccccc3O2)cc(OC)c1OC (configuration not stated) | 15

6 entries picked at random from those above:
smiles | BL2 CD40 inh
CCc1nn(CCCN2CCN(c3cccc(Cl)c3)CC2)c(=O)n1CCOc1ccccc1 | -15[25 µM]
CCOc1ccc(NC(=O)CN(C)C(=O)CC2CCCC2)cc1OCC | -2
CCOc1cc(N2CCOCC2)c(OCC)cc1NC(=O)COC(=O)c1ccccc1OC(F)F | 0
CCC(=O)Nc1nc2ccccc2n1CCN(CC)CC | 12
CN1CCCN(S(=O)(=O)c2ccc3ccccc3c2)CC1 | 9
COc1cc(C(=O)NCC(=O)NCC2COc3ccccc3O2)cc(OC)c1OC (configuration not stated) | 15

Continued:
smiles | BL2 CD40 inh
NCCS(=O)(=O)NC1CCCCC1 | 2
COc1ccc(CC(=O)OCC(=O)N2CCc3ccccc32)cc1OC | 5
COCC(C)n1c(COc2ccccc2F)nnc1SCc1c(C)noc1C (configuration not stated) | 23
CC1CC(N(C(=O)c2ccco2)c2ccccc2)c2ccccc2N1 (configuration not stated) | 19
CN(C)C(=O)c1cc2cc(Br)ccc2s1 | -2
O=C(Nc1ccc(F)cc1)N1CCCCN2[C@H](CO)[C@@H](c3ccc(C#Cc4ccccc4)cc3)[C@H]2C1 | 4
CCCCN1C(=O)N(C)C2NC(=O)NC21 (configuration not stated) | 8
Cc1nn(CCCC(=O)Nc2cccnc2)c(C)c1[N+](=O)[O-] | -14

Exported as labelled records: part of the list above.
> NCCS(=O)(=O)NC1CCCCC1
  BL2 CD40 inh = 2
> COc1ccc(CC(=O)OCC(=O)N2CCc3ccccc32)cc1OC
  BL2 CD40 inh = 5

Of the compounds above, these contain a cyano group.
smiles | BL2 CD40 inh
N#C[C@H]1[C@@H](c2ccc(C#Cc3cccc(F)c3)cc2)[C@@H](CO)N1C(=O)C1CCCC1 | 1
N#Cc1cccc(-c2ccc3c(c2)[C@H]2[C@H](CCN2S(=O)(=O)c2ccc(F)cc2)[C@@H](CO)N3)c1 | 0[25 µM]

The list goes on.
smiles | BL2 CD40 inh
CN1C(=O)c2cc(NC(=O)Nc3ccccc3Cl)ccc2OC[C@H]2O[C@@H](CC(=O)NCCCN3CCOCC3)CC[C@H]21 | 4[25 µM]
C[C@@H]1CN([C@H](C)CO)C(=O)c2cc(NC(=O)C3CCCCC3)ccc2O[C@@H](C)CCCCO[C@H]1CN(C)C(=O)CCC(F)(F)F | 6[25 µM]
Cc1ccc(S(=O)(=O)N2CCCCC2)cc1NC(=O)c1ccc(Cl)nc1 | 7
O=C(O)[C@@H]1[C@@H](CO)[C@@H]2Cn3c(ccc(C4=CCCCC4)c3=O)[C@@H]2N1C(=O)c1ccccc1F | -10[25 µM]
CNC(=O)Nc1ccc2nc(C)oc2c1 | 0
O=C(NCCc1ccccc1)C1Cc2c(-c3ccc(Cl)cc3)ccnc2O1 (configuration not stated) | 2
O=C(NC1CCN(C(=O)c2cccs2)CC1)c1ccccc1 | 20
COc1ccc(C(NC(=O)C2CCN(Cc3ccc(Oc4ccccc4)cc3)CC2)c2ccccn2)cc1 (configuration not stated) | 0

Later entries
smiles | BL2 CD40 inh
CC1Cc2ccccc2N1C(=O)COc1nc2ccccc2nc1N1CCOCC1 (configuration not stated) | 7
O=C(NCCN1CCOCC1)c1ccc2c(c1)N(Cc1ccccc1)CCS2 | 7
Cc1nc(S(=O)(=O)N(C)Cc2ccccc2)c(C#N)c(C)c1Cl | 21
Oc1ccc(/C(Cc2ccc3ccccc3n2)=N\Nc2ccccc2)c(O)c1 | -39
COc1cc(CN2CC3(CCN(S(=O)(=O)c4cn(C)cn4)CC3)c3c(n(C)c4cc(OC)ccc34)[C@H]2CO)cc(OC)c1 | 4[25 µM]
CCN(CC(=O)NCc1cccs1)C(=O)c1ccc(S(=O)(=O)Nc2ccccc2)cc1 | 11
Cc1csc(=O)n1CCC(=O)OCc1nnc(-c2ccc(Cl)cc2)o1 | -8
Cc1ccnc(NC(=O)c2cccc(S(=O)(=O)N3CCOCC3)c2)c1 | -26

Remaining list, next part
smiles | BL2 CD40 inh
CC(C)NC(=O)/C=C/C(=O)O | 5
O=C(Nc1ccccc1C(=O)N1CCOCC1)c1ccc(CSc2ccccc2)cc1 | 10
Cc1cccc(NC(=O)CN(C)C(=O)C2CCCC2)c1C | -4
O=C(COC(=O)c1cnccn1)c1ccc(-c2ccccc2)cc1 | -14
O=S(=O)(c1ccccc1F)N1CC[C@@H]2[C@H]1c1cc(-c3ccccc3)ccc1N[C@@H]2CO | -15
Cc1ccc(C(=O)NCCSc2ccccc2)cc1S(=O)(=O)Nc1ccccc1 | 13
COc1ccc(CN(Cc2ccc(C(=O)O)cc2)C(=S)Nc2ccccc2F)cc1OC | 0
CC(=O)N1CCc2cc(NS(=O)(=O)c3cccs3)ccc21 | -1

Other entries
smiles | BL2 CD40 inh
COC(=O)c1ccc(-c2noc(CN(C)Cc3ccncc3C)n2)cc1 | 3
CN(Cc1ccno1)C(=O)CC1C(=O)NCCN1CC(c1ccccc1)c1ccccc1 (configuration not stated) | 14
Cc1ccc(NC2CCCN(C(=O)c3cccc(-c4ncc[nH]4)c3)C2)cc1C (configuration not stated) | -1
Cc1noc(C)c1NC(=O)Nc1ccc2c(c1)CC(=O)N([C@@H](C)CO)C[C@H](C)[C@@H](CN(C)Cc1ccc3c(c1)OCO3)O2 | -5
COc1cccc(CNC(=O)c2cc3c(c(-c4cccc(-c5ccc(C#N)cc5)c4)n2)[C@H](CCO)N([S@@](=O)C(C)(C)C)C3)c1 | 1
C[C@H](CO)N1C[C@H](C)[C@@H](CN(C)Cc2ccc(C(F)(F)F)cc2)Oc2c(NC(=O)c3nc4ccccc4s3)cccc2C1=O | 14[25 µM]
C[C@@H]1CN([C@@H](C)CO)C(=O)CCCn2cc(nn2)CO[C@@H]1CN(C)C(=O)c1ccc(N2CCN(C)CC2)cc1 | 5[25 µM]
CCC(C)C(=O)Nc1ccc(OC)cc1OC (configuration not stated) | 4

Next part
smiles | BL2 CD40 inh
COc1cccc(NC(=O)N[C@H]2C=C[C@H](CC(=O)NCc3ccncn3)O[C@H]2CO)c1 | -4[25 µM]
COc1cccc(-c2csc(N3CCN(CC(=O)NNC(=O)c4ccco4)CC3)n2)c1 | -5
O=C(Nc1ccc(NS(=O)(=O)c2ccccc2)cc1)c1ccccc1 | 16
CCC1CN(C(=O)Nc2ccc(C)cc2)c2cc(C)ccc2O1 (configuration not stated) | 12
CCOC(=O)C1CCN(C(=O)COC(=O)c2cc([N+](=O)[O-])ccc2N2CCOCC2)CC1 | -13
CCC(CC)C(=O)c1c[nH]c(C(=O)O)c1 | 7
Cc1nnc(SCCn2c(N3CCCCC3)nc3c2c(=O)[nH]c(=O)n3C)s1 | 4
Cc1ccccc1OC1CCN(C(=O)c2cc(COc3ccccc3)on2)CC1 | -35

Further results follow:
smiles | BL2 CD40 inh
CCOC(=O)C1(Cc2cccc(OC)c2)CCN(C/C=C/c2ccccc2)CC1 | 18
O=C(O)c1cc(Cl)n[nH]c1=O | 0
O=C(NCCCNC(=O)c1cccs1)c1cccs1 | 10
O=C(c1ccccc1F)N1CC[C@@H]2[C@H]1c1cc(C#Cc3ccccc3)ccc1N[C@@H]2CO | -1
O=C(COC(=O)CNC(=O)c1ccccc1)Nc1nnc(-c2ccccc2)o1 | -10
COCC(=O)N1CC(=O)N2[C@H](CO)[C@H](c3ccc(-c4ccncc4)cc3)[C@@H]2C1 | 1[25 µM]
Cc1ccn2c(=O)nc(SCC(=O)Nc3ccc4c(c3)OCCO4)nc2c1 | -12
CCOC(=O)C1=C(COC(=O)C(CC)Oc2ccccc2)NC(=O)NC1C (configuration not stated) | 4

New compounds follow.
smiles | BL2 CD40 inh
Cc1ccc(S(=O)(=O)N(C)C)cc1NC(=O)COC(=O)Cc1cccs1 | 5
COc1ccccc1C(=O)NCCC(=O)Nc1ccc(C)cn1 | 8
Cc1ccc(C)c(S(=O)(=O)N2CCN(C(=O)CSC(=S)N3CCCC3)CC2)c1 | -5
Oc1ccccc1C1OCC2(CO1)COC(c1ccccc1O)OC2 (configuration not stated) | 10
Cc1ccnc(SCCn2c(N3CCOCC3)nc3c2c(=O)[nH]c(=O)n3C)n1 | 22
CN(C)C(=O)c1ccc(-c2ccc([C@@H]3[C@@H](CO)N(C(=O)C4CCCCC4)[C@H]3C#N)cc2)cc1 | -4
CN(C(=O)c1cccc(NC(=O)c2ccccc2)c1)C1CCCCC1 | 3
Cc1cccc(C(=O)NCC(=O)Nc2ccc(S(=O)(=O)Nc3nc(C)cc(C)n3)cc2)c1 | 1
O=C(NCC1CCCCC1)[C@@H]1[C@@H](CO)[C@@H]2Cn3c(cccc3=O)[C@H]1N2C(=O)c1ccncc1 | -10[25 µM]
COc1ccccc1C#Cc1ccc([C@H]2[C@@H](CO)N(C(=O)C3CCCC3)[C@H]2C#N)cc1 | 1
Cc1ccc(CNC(=O)COC(=O)c2ccc(S(=O)(=O)NCc3ccco3)cc2)cc1 | 10
O=C(NCC(c1ccco1)N1CCc2ccccc2C1)c1c(F)cccc1F (configuration not stated) | 15
Cc1cc(C)n2nc(-c3cnn(C)c3C(F)(F)F)cc2n1 | -15
Cc1cc(C)nc(NC(=O)c2cc(-c3ccc4c(c3)OCO4)nc3ccccc23)c1 | -7
CCCNC(=O)OCCC12CC3CC(CC(C3)C1)C2 | -30

Next part.
smiles | BL2 CD40 inh
N#C[C@@H]1[C@@H](c2ccc(C3=CCCC3)cc2)[C@@H](CO)N1C(=O)c1cccc(F)c1 | -2
Cc1ccc(N2C(=O)c3cccc4c([N+](=O)[O-])ccc(c34)C2=O)c2cccnc12 | 2
Cc1c(C)c([N+](=O)[O-])c(C)c(C)c1N | 3
CC1CCCCC12NC(=O)N(CC(=O)OCc1cccc(F)c1)C2=O (configuration not stated) | 18
CCOC(=O)CCCCNCc1ccccc1 | 10
COc1ccc(NC(=O)Nc2ccc3c(c2)C(=O)N([C@H](C)CO)C[C@H](C)[C@@H](CN(C)Cc2ccc(C(F)(F)F)cc2)OCCCC[C@@H](C)O3)cc1 | 9
Cn1cccc1Cc1nnc(SCC(=O)NCc2ccc3c(c2)OCO3)n1CCc1ccccc1 | 11
CC1(C(=O)Nc2ccccc2)Cc2ccccc2C(=O)O1 (configuration not stated) | 6
Cc1ccccc1-c1ccc([C@H]2[C@H]3CN(C(=O)Nc4cccc(F)c4)CCCCN3[C@H]2CO)cc1 | 15[25 µM]
O=C(O)CCN(CCC(=O)O)c1ccccc1 | 13
CN(C(=O)COC(=O)/C=C/c1ccc(Cl)c(Cl)c1)c1c(N)n(Cc2ccccc2)c(=O)[nH]c1=O | 1
CSc1ncccc1C(=O)OCC(=O)Nc1ccc2c(c1)OCO2 | -4
CC1CC(C)CN(S(=O)(=O)CCNC(=O)c2ccccc2)C1 (configuration not stated) | 9
Cc1cc(Br)ccc1NC(=O)CN(C)C(=O)c1cc([N+](=O)[O-])ccc1N1CCOCC1 | -4
CN(C)C(=O)c1cccc(-c2ccc3c(c2)[C@@H]2[C@@H](CCN2C(=O)C2CCC2)[C@H](CO)N3)c1 | -14[25 µM]

Next part:
smiles | BL2 CD40 inh
CN(C)CC(=O)N1[C@H](C(=O)NC2CCC2)[C@@H](CO)[C@@H]2Cn3c(ccc(-c4cccc(F)c4)c3=O)[C@@H]21 | -7[25 µM]
CN1CCN(S(=O)(=O)c2ccc(-c3noc(C4CCN(S(C)(=O)=O)CC4)n3)cc2)CC1 | 6
C[C@@H]1CN([C@@H](C)CO)C(=O)c2cccc(NS(=O)(=O)c3cccs3)c2O[C@@H]1CN(C)Cc1ccc2c(c1)OCO2 | -11[25 µM]
Cc1cc(CNCc2c(C(=O)N(C)Cc3ccccc3)nc3ccccn23)nn1C | 0
Cc1ccccc1C(=O)N1CCC(C(=O)Nc2ccccn2)CC1 | 5
COc1ccc(S(=O)(=O)N2CC3(CN(C(=O)CN(C)C)[C@@H](CO)c4c3c3ccc(OC)cc3n4C)C2)cc1 | 4[25 µM]
O=P(C(=S)Nc1ccccc1Cl)(c1ccccc1)c1ccccc1 | -18
CCOC(=O)C1(C)CCCCN1C(=O)c1ccco1 (configuration not stated) | 3
CCCC#Cc1ccc([C@@H]2[C@H](CO)N3CCCCN(Cc4cncnc4)C[C@@H]23)cc1 | -14[25 µM]
CCOC(=O)c1cccc(NC(=O)C2CCCN(c3nnc(N4CCCC4=O)s3)C2)c1 (configuration not stated) | 10
O=C(C[C@H]1C=C[C@@H](NC(=O)c2ccc3c(c2)OCO3)[C@H](CO)O1)NC1Cc2ccccc2C1 | 2[25 µM]
C[C@@H](O)C#Cc1ccc([C@H]2[C@H]3CN(S(=O)(=O)Cc4ccccc4)CCCCN3[C@H]2CO)cc1 | 13[25 µM]

An excerpt, so the mix of outcomes need not match the whole.
